# Mcl-1 Bim block = inhibitors of Bim-Mcl-1 interaction, human. Q07820. Bead-based flow cytometry, Bim peptide-Mcl-1 binding. inhibition, % at 10 µM. 0.1% of 190,000 active;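 also: 0% = no compound tracer wells and 100% = peptide blocker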
# Target sequence (Q07820 whole entry, looked up): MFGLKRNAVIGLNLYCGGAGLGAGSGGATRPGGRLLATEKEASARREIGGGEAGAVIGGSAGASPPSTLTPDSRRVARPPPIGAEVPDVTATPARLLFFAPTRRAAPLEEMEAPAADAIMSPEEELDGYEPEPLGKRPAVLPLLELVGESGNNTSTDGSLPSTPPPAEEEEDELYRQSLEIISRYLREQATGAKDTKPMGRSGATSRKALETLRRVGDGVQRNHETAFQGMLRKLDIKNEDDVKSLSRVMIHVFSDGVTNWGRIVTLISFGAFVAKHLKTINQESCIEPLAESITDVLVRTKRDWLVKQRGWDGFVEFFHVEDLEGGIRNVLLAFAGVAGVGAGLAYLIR
# RGS4-Gao reg = modulates binding of RGS4 to human Galphao; Multiplexed bead flow cytometry; actives lie on both sides; binding response (% of control), % at 10 µM; P09471; 0.33% of 220,000 active; in the data active = binding response below about 49% or above about 150%; inactive = in between;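 also: fluorescent Galphao activated with aluminum fluoride binding bead-coupled RGS4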
# RGS8-Gao = modulates binding of RGS8 to human Galphao. 0.34% of 220,000 active. P09471. AID 1423. multiplexed bead flow cytometry; actives lie on both sides. response (percent of control binding), % at 10 µM; in the data active = response below about 60% or above about 140%; inactive = in between;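 also: Galphao activated as the GDP aluminium fluoride complex binding bead-coupled RGS8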
# ABCB1 inh = human ABCB1 inhibition, ABCG2 as counter-screen | P08183 | CCRF-Adr cells, JC-1 efflux, flow cytometry | inhibition, % at 6.6 µM | 0.067% of 190,000 active | AID 1326; in the data active = inhibition above about 40%;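 also: 0% = vehicle and 100% = reference inhibitor; higher value means more JC-1 retained so stronger ABCB1 efflux block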
# Bim-Bcl-XL = inhibitors of Bim-Bcl-XL interaction, human; Bim peptide-Bcl-XL binding, bead flow cytometry, fluorescence; 0.04% of 190,000 active; AID 1007; inhibition, % at 10 µM; Q07817
# RGS7-Gao reg = human RGS7-Galphao interaction regulation; binding response (% of control), % at 10 µM; Multiplexed bead flow cytometry, RGS7-Galphao binding; actives lie on both sides; 0.35% of 220,000 active; P09471; AID 1439; in the data active = binding response below about 49% or above about 150%; inconclusive = no clear call, values can overlap the other calls; inactive = in between;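 also: fluorescent Galphao held in activated GDP-AlF4 state binding bead-coupled RGS7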
# Bim-Bfl-1 = human Bim-Bfl-1 interaction inhibition; Bead-based flow cytometry, Bim-Bfl-1 binding inhibition; 0.12% of 190,000 active; inhibition, % at 10 µM; AID 1008; Q16548;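 also: 0% = wells without compound plus tracer and 100% = blocker peptide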
# Bim-Bcl-W = disrupts Bim peptide binding to human Bcl-W | 0.02% of 190,000 active | Q92843 | bead-based flow cytometry | AID 952 | inhibition, % at 10 µM;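 also: 0% = bound tracer without compound and 100% = peptide blocker; higher means less fluorescent Bim peptide bound to Bcl-W beads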
# Bcl-B Bim block = disrupts Bim peptide binding to human Bcl-B | bead-based flow cytometry | AID 951 | Q9HD36 | 0.073% of 190,000 active | inhibition, % at 10 µM;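 also: 0% = tracer peptide without compound and 100% = reference inhibitor peptide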
# ABCG2 inh = human ABCG2 inhibition, ABCB1 as counter-screen; IgMXP3 cells, JC-1 efflux, flow cytometry; 0.1% of 190,000 active; Q9UNQ0; inhibition, % at 6.6 µM;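 active = inhibition above 80%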;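 also: 0% = DMSO and 100% = nicardipine control wells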
# Target sequence (Q9UNQ0 whole entry, looked up): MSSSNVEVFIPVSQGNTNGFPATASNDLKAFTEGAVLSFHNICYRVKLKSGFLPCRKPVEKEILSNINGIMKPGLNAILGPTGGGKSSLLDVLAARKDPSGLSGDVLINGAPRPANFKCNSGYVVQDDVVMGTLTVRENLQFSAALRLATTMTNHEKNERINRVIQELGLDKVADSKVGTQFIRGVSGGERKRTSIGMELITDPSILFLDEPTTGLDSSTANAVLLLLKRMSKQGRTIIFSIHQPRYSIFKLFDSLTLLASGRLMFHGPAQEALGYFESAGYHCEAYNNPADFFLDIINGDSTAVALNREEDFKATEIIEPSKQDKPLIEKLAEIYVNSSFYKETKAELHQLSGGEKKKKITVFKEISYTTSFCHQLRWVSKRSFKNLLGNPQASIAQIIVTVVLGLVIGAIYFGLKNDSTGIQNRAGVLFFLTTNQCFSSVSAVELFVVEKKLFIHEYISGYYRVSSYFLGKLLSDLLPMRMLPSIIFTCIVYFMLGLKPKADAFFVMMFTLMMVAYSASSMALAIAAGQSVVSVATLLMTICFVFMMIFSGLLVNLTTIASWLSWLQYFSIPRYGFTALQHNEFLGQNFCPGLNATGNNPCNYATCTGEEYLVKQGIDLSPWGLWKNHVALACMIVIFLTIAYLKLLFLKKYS
#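 Times: 10 min at 25 °C | Test system: Two drug-resistant human cell lines, ABCG2 and ABCB1 | Quantity: 3 million cells/mL final, two lines in 1:1 ratio | Signal: Flow cytometry, 530 nm JC-1 signal | Dosing: Compound at 6.6 µM | Controls: Nicardipine and DMSO wells | Reagent: JC-1 as fluorescent efflux pump substrate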
# Bcl-2 Bim block = inhibitors of Bim-Bcl-2 interaction, human | P10415 | Bead-based flow cytometry, Bim peptide-Bcl-2 binding | inhibition, % at 10 µM | 0.06% of 190,000 active | AID 950; in the data active = inhibition above about 40%; inconclusive = no clear call, values can overlap the other calls;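 also: 0% = no compound wells with probe peptide and 100% = reference peptide inhibitor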
# Numbers without * were called inactive; ? = inconclusive; nt = no result given. Rule as the data show it, unless noted: active = inhibition above about 40%. Compounds were not picked by outcome; about 0.94% have a hit in one of these screens.
SMILES,Mcl-1 Bim block,RGS4-Gao reg,RGS8-Gao,ABCB1 inh,Bim-Bcl-XL,RGS7-Gao reg,Bim-Bfl-1,Bim-Bcl-W,Bcl-B Bim block,ABCG2 inh,Bcl-2 Bim block
CCC(C)NC(=O)C1CCC(=O)N1Cc1ccc(C)cc1 (stereo not drawn),-10,99,92,0.1,-7,94,1,-4,-1,2,-6
CCOC(=O)Nc1ccc2c(c1)N(C(=O)N1CCN(C)CC1)c1ccccc1CC2,-2,115,136,0.2,-1,119,0,2,-5,0,-1
CC(C)(SC(=S)N1CCOCC1)C(=O)O,5,99,99,0.6,-1,99,0,-3,-6,3,1
Cc1c(Cl)c([N+](=O)[O-])nn1CC(=O)Nc1ccc2c(c1)OCO2,-3,102,102,0.8,-3,103,2,1,-5,19,0
C=CCn1c(C)cc(C(=O)COC(=O)CNC(=O)c2ccccc2)c1C,-1,105,107,0.8,0,103,0,0,-4,2,-4
O=C(N/N=C/c1ccc(Sc2nc3ccccc3s2)c([N+](=O)[O-])c1)c1ccccn1,6,100,95,-0.2,9,102,1,2,3,1,6
CN(C)CCCNC(=O)c1ccccn1,-4,100,103,0.0,-8,101,-2,-7,-3,0,-2
COCC(=O)NC1CCN(CC(=O)Nc2ccc(OC)cc2[N+](=O)[O-])CC1,0,103,109,-0.3,-7,104,-7,0,-7,19,-10
COCCn1c(SCC(=O)Nc2ccc(Cl)cn2)nnc1-c1ccncc1,0,103,100,0.0,0,103,-7,-1,-1,8,-2
CCC(=O)Nc1nc2ccc(NC(=O)c3cc(OC)c(OC)c(OC)c3)cc2s1,0,104,103,-0.7,-1,114,-3,-2,-2,-1,-7
COC(=O)C[n+]1cccc2ccccc21,1,98,98,0.0,-2,?,-1,2,-3,2,-2
O=S1(=O)CC(O)C(NCCO)C1 (stereo not drawn),2,99,99,-0.4,-3,102,-3,-1,-2,-1,-4
CCN(CC)C(C(=O)Nc1ccc(C(C)C)cc1)c1ccc2c(c1)OCO2 (stereo not drawn),0,99,102,0.5,-3,103,-12,1,-9,2,-3
COc1ccc(CNC(=O)CSc2nc(C)cs2)cc1,-25,102,104,-0.2,-14,103,-2,-8,-4,1,-2
CCCCOC(=O)C1=C(C)Nc2ncnn2C1c1cc(OC)c(OC)cc1OC (stereo not drawn),-5,100,102,2.1,-5,98,-26,-5,-12,10,-7
Cc1ccc(-c2nnn(CC(=O)N(Cc3cccs3)C(C(=O)NC(C)(C)C)c3ccc(C)o3)n2)o1 (stereo not drawn),0,93,88,1.3,0,95,-8,3,-10,1,-2
COc1ccc(N(CC(=O)NCc2ccco2)S(=O)(=O)c2ccc(C)cc2)cc1,0,101,103,0.9,-3,102,-5,0,0,1,1
COC(=O)CCC(=O)Nc1ccc(C)cc1OC(=O)CCC(=O)OC,-2,92,93,0.2,-5,97,-9,0,-6,0,-10
Cc1ccc(-c2cc(C(=O)NCc3ccc4c(c3)OCO4)[nH]n2)c(O)c1C,-1,95,100,0.5,-2,96,-3,0,0,6,-4
CCOC(=O)c1c(N2C(=O)Nc3ccccc3N2O)sc2c1CCCCC2,0,105,104,0.4,-6,106,-14,-2,-7,12,-2
O=C(c1ccncc1)N(Cc1ccco1)Cc1cc2ccccc2[nH]c1=O,-4,99,99,1.2,-6,96,-15,0,-5,8,-10
COc1cc(C=O)cc(OC)c1OS(=O)(=O)c1ccc(NC(C)=O)cc1,0,96,104,-5.2,-2,96,-3,2,0,-4,-1
COc1ccc(NC(=O)c2c(Cl)cnn2C)c(C)c1,-3,103,102,0.4,-4,108,-6,-2,-5,4,-5
CCc1ccc(CN(C)CC(=O)Nc2sccc2C#N)cc1,-5,97,110,-0.1,-9,98,-3,-3,-6,2,-5
OC(c1ccccc1)c1nccn1Cc1ccccc1 (stereo not drawn),1,98,98,0.2,-7,97,-3,-6,-5,1,2
COc1ccc(N(CC(=O)Nc2ccc(OC)cc2OC)S(=O)(=O)c2ccccc2)cc1,0,104,112,5.0,0,113,7,0,3,5,1
CC(=O)Nc1ccc(NC(=O)CSC2=NCCS2)cc1,1,101,103,0.3,0,98,-9,3,-6,3,-7
CC(Cc1cccs1)NC(=O)Nc1ccccc1 (stereo not drawn),3,102,103,0.3,24,94,-4,3,0,1,-4
O=C(c1ccc(N2CCN(C3CC(=O)N(Cc4cccs4)C3=O)CC2)cc1)c1cccnc1 (stereo not drawn),-1,102,108,0.6,-3,103,-5,0,-3,17,-2
O=C1NC2(CCCc3ccccc32)C(=O)N1Cc1nnc(-c2ccccc2Br)o1 (stereo not drawn),0,96,99,0.2,0,99,-10,3,-6,1,-1
CC(=O)OC(C(=O)N1CCN(c2ccccc2F)CC1)c1ccccc1 (stereo not drawn),-2,98,99,1.6,-10,96,-19,-3,-8,6,-11
CCOC(=O)c1cnc(SC)nc1Oc1cccc(NC(=O)c2ccc(Cl)cc2)c1,0,101,102,3.1,-3,99,-15,1,-4,45,-8
COC(=O)Cn1cnc2c(nnn2Cc2ccc(Cl)cc2)c1=O,0,93,99,1.2,-4,91,-13,-1,-9,12,-8
COc1cc(OC)cc(C(=O)Nc2cccc(-c3ccc4nncn4n3)c2)c1,0,105,104,0.0,-5,98,-8,3,-4,0,0
Oc1ccc2ccccc2c1CN1CCN(c2ccccc2F)CC1,-1,94,94,-3.2,-1,92,-7,3,-3,-5,-2
CC1CCCN(C(=O)COC(=O)c2ccc[nH]c2=O)C1 (stereo not drawn),-1,101,102,0.5,23,102,-13,5,-6,2,-10
COCC(=O)Nc1cc(=O)n(C)c(=O)n1C,0,104,103,0.6,-6,103,-10,2,-4,2,-4
COCc1nnc(NC(=O)c2ccco2)s1,-8,98,97,-0.3,-4,100,-2,-3,0,4,0
COC(=O)c1nnn(CC(=O)Nc2ccc(C)c(F)c2)c1C(=O)OC,-1,94,86,0.1,0,93,1,-1,-1,0,4
COc1cc(/C=C2\S/C(=N/S(=O)(=O)c3ccccc3)NC2=O)c([N+](=O)[O-])cc1OC,nt,100,102,-0.6,nt,99,nt,nt,nt,1,?

# Rewritten with two lines to a compound: part of the list above.
# Values run as follows: Mcl-1 Bim block	RGS4-Gao reg	RGS8-Gao	ABCB1 inh	Bim-Bcl-XL	RGS7-Gao reg	Bim-Bfl-1	Bim-Bcl-W	Bcl-B Bim block	ABCG2 inh	Bcl-2 Bim block
> COc1ccc(N(CC(=O)Nc2ccc(OC)cc2OC)S(=O)(=O)c2ccccc2)cc1
 : 0	104	112	5.0	0	113	7	0	3	5	1
> CC(=O)Nc1ccc(NC(=O)CSC2=NCCS2)cc1
 : 1	101	103	0.3	0	98	-9	3	-6	3	-7
> CC(Cc1cccs1)NC(=O)Nc1ccccc1 (stereo not drawn)
 : 3	102	103	0.3	24	94	-4	3	0	1	-4
> O=C(c1ccc(N2CCN(C3CC(=O)N(Cc4cccs4)C3=O)CC2)cc1)c1cccnc1 (stereo not drawn)
 : -1	102	108	0.6	-3	103	-5	0	-3	17	-2
> O=C1NC2(CCCc3ccccc32)C(=O)N1Cc1nnc(-c2ccccc2Br)o1 (stereo not drawn)
 : 0	96	99	0.2	0	99	-10	3	-6	1	-1
> CC(=O)OC(C(=O)N1CCN(c2ccccc2F)CC1)c1ccccc1 (stereo not drawn)
 : -2	98	99	1.6	-10	96	-19	-3	-8	6	-11
> CCOC(=O)c1cnc(SC)nc1Oc1cccc(NC(=O)c2ccc(Cl)cc2)c1
 : 0	101	102	3.1	-3	99	-15	1	-4	45	-8
> COC(=O)Cn1cnc2c(nnn2Cc2ccc(Cl)cc2)c1=O
 : 0	93	99	1.2	-4	91	-13	-1	-9	12	-8
> COc1cc(OC)cc(C(=O)Nc2cccc(-c3ccc4nncn4n3)c2)c1
 : 0	105	104	0.0	-5	98	-8	3	-4	0	0
> Oc1ccc2ccccc2c1CN1CCN(c2ccccc2F)CC1
 : -1	94	94	-3.2	-1	92	-7	3	-3	-5	-2
> CC1CCCN(C(=O)COC(=O)c2ccc[nH]c2=O)C1 (stereo not drawn)
 : -1	101	102	0.5	23	102	-13	5	-6	2	-10
> COCC(=O)Nc1cc(=O)n(C)c(=O)n1C
 : 0	104	103	0.6	-6	103	-10	2	-4	2	-4

# The results go on.
SMILES,Mcl-1 Bim block,RGS4-Gao reg,RGS8-Gao,ABCB1 inh,Bim-Bcl-XL,RGS7-Gao reg,Bim-Bfl-1,Bim-Bcl-W,Bcl-B Bim block,ABCG2 inh,Bcl-2 Bim block
Cc1cc(C(=O)N/N=C2\CCCC(=O)C2)c2ccccc2n1,-2,97,100,0.6,0,97,-2,-1,-4,15,0
O=c1oc(-c2ccccc2NS(=O)(=O)c2ccccc2)nc2ccccc12,-7,99,101,1.2,-11,105,-22,-5,-7,-1,-12
Cc1ccc(-c2nnn(CC(=O)NC3CCCc4ccccc43)n2)cc1 (stereo not drawn),0,96,96,-0.4,-6,96,-17,-3,-6,3,-5
COC(=O)C1=C(C)NC(C)=C(C(=O)OC)C1c1cc2ccc(C)cc2[nH]c1=O,0,101,99,0.2,0,100,8,3,4,0,5
COCCCNC(=O)C(F)(F)C(F)(F)C(=O)NCCCOC,11,96,90,0.9,11,96,11,5,7,3,3
Cc1ccc(OCC(=O)OCC(=O)Nc2sccc2C(N)=O)cc1C,-6,102,102,0.0,-9,103,-4,-4,-9,14,-6
CCCCOCCCNC(=O)CCCOc1ccccc1,-10,100,100,-0.7,-11,100,-8,-5,-8,9,-9
O=C(CN(C(=O)CCC(=O)Nc1nccs1)c1ccc2c(c1)OCO2)NCC1CCCO1 (stereo not drawn),2,97,99,-5.7,1,97,-2,1,2,-5,2
CC1CCCN(c2ccc(/C=C(\C#N)c3nn(-c4ccccc4)c(N)c3C#N)cc2[N+](=O)[O-])C1 (stereo not drawn),6,99,101,-0.4,4,97,0,3,3,-5,3
COc1ccc(C(=O)Nc2c(F)c(F)c(F)c(F)c2F)c(OC)c1,0,100,94,0.2,-2,97,2,-3,0,19,-6
CCOc1ccc(CC(=O)Nc2sc(Cc3ccccc3)cc2C(N)=O)cc1OCC,-9,100,96,0.4,-7,124,-5,-1,-14,0,-3
CCn1c(=O)c2c(nc3n2CCCN3CCc2ccccc2)n(C)c1=O,-2,106,105,0.4,-1,103,-8,10,-2,1,-6
CCOc1ccc(N=C2NC(=O)/C(=C/C(=O)OC)S2)cc1,-2,101,101,0.6,-4,101,0,0,-1,9,0
